Thrombin inh = human alpha-thrombin inhibitors, primary screen, counter-screen for coagulation protease inhibitor project, biochemical, 1536-well, fluorogenic AMC substrate | Prothrombin (Homo sapiens), P00734 | Boc-VPR-AMC fluorogenic substrate cleavage | inhibition, % at 5 µM | 220,000 tested, 0.26% active | AID 1046, 2008;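 active = inhibition at or above 40%; inactive = inhibition below 40%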;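 note: 0% = enzyme with no compound and 100% = wells without enzyme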
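System: Human alpha-thrombin protein | Medium: pH 7.5 Tris (50 mM) with NaCl 150 mM, Tween 20 0.05% | Times: Enzyme reaction carried out at room temperature | Detection: AMC fluorescence, 355/460 nm | Evaluation: Percent inhibition scaled between no-compound controls and no-enzyme blanks | Benchmarks: Enzyme without compound as high, wells lacking enzyme as low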
Runt-SMMHC FRET = inhibitors of RUNX1 Runt–CBFb-SMMHC binding, primary screen, biochemical, FRET, Cerulean-Runt, Venus-CBFb-SMMHC, uHTS; Runt-related transcription factor 1 (Homo sapiens) + Core-binding factor subunit beta …; Cerulean-Runt/Venus-CBFb-SMMHC FRET ratio 530/480, 1 h; inhibition, % at 20 µM; 220,000 tested, 0.74% active; AID 1434, 2008;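 active = mean inhibition across duplicate retests at 20 µM reaching about 50%, limit read from the data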;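 note: 0% = DMSO wells and 100% = wells with excess untagged CBFb-SMMHC; inhibitors lower the FRET ratio by blocking Runt binding to CBFb-SMMHC; some results filed as inactive read as strong as hits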
FXIIa inh 1536 = human FXIIa protease inhibitors, primary screen, biochemical, 1536-well | Coagulation factor XII (Homo sapiens), P00748 | purified FXIIa, Boc-QGR-AMC fluorogenic substrate, 2 h | inhibition, % at 5 µM | 220,000 tested, 0.3% active; in the data active = inhibition above about 40%;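 note: 0% = enzyme with no compound and 100% = blank without enzyme; many of its hits are not listed in these tables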
Runt-CBFb FRET = inhibitors of RUNX1 Runt–CBFb binding, primary screen, biochemical, FRET, Cerulean-Runt, Venus-CBFb, uHTS. 220,000 tested, 0.46% active. Runt-related transcription factor 1 (Homo sapiens) + Core-binding factor subunit beta …. Cerulean-Runt/Venus-CBFb FRET ratio 530/480, 1 h. inhibition, % at 20 µM;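 active = inhibition over about 50% at 20 µM in the single-dose screen, limit read from the data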;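 note: 0% = DMSO wells and 100% = excess unlabeled CBFb competitor control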
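test system = Cerulean-Runt domain fusion protein, energy donor | probe or stimulus = Venus-CBFb binding partner, 100 nM | incubation = two 1 h room-temperature incubations shielded from light | detection = fluorescence energy transfer, 422 nm excitation, 530/480 nm emission | measure = loss of energy transfer signal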
Wee1 degr inh = Wee1 degradation inhibitors, primary screen, cell-based, HeLa, Wee1K328M-luciferase, luminescence; Wee1-like protein kinase (Homo sapiens), P30291; HeLa Luc-Wee1K328M stability; 100% = proteasome inhibitor MG132 effect; reporter increase, % at 5 µM; 220,000 tested, 1.2% active;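 active = activation above the mean of all tested compounds plus 3 SD, set per screening run, cut at about 8.8% in these data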;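 note: cells exposed to compound for 20 h before luminescence read; 0% = DMSO alone and 100% = MG132 at 30 µM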
FXIa inh = human FXIa protease inhibitors, primary screen, biochemical, 1536-well; Coagulation factor XI (Homo sapiens), P03951; purified FXIa, Boc-Glu-Ala-Arg-AMC fluorogenic substrate; inhibition, % at 5 µM; 220,000 tested, 0.14% active; AID 798, 2007;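 active = inhibition of at least 40%; inactive = inhibition below 40%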;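 note: fluorescence of freed AMC excited at 355 nm; 0% = enzyme without compound and 100% = no enzyme blank; many of its hits are not listed in these tables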
hK5 inh = human KLK5 protease inhibitors, primary screen, biochemical, 1536-well; Kallikrein-5 (Homo sapiens), Q9Y337; recombinant hK5, fluorogenic AMC substrate cleavage; inhibition, % at 5 µM; AID 873, 2007; 210,000 tested, 0.59% active;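 active = inhibition of 40% or more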;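 note: 0% = enzyme controls without compound and 100% = no-enzyme blanks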
Target sequence (Q9Y337 67-293 limits assumed): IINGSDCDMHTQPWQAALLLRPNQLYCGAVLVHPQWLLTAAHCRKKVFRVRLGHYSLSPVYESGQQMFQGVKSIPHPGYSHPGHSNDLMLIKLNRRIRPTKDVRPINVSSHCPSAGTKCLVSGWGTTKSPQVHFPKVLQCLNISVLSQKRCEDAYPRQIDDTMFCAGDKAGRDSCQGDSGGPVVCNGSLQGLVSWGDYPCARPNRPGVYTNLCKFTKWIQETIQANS
Hck-Nef inh = inhibitors of Nef-activated human Hck kinase, primary screen, biochemical, Z-Lyte FRET, 384-well, Hck-YEEI; Tyrosine-protein kinase HCK (Homo sapiens), P08631; Recombinant Hck-YEEI plus Nef, Z-Lyte FRET kinase assay; inhibition, % at 20 µM; 220,000 tested, 0.68% active;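 active = Hck-Nef kinase inhibition above about 50%, limit read from the data; inactive = inhibition below that limit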;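 note: 0% = DMSO with Hck plus Nef and 100% = Hck alone without Nef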
Target sequence (P08631 whole entry, looked up): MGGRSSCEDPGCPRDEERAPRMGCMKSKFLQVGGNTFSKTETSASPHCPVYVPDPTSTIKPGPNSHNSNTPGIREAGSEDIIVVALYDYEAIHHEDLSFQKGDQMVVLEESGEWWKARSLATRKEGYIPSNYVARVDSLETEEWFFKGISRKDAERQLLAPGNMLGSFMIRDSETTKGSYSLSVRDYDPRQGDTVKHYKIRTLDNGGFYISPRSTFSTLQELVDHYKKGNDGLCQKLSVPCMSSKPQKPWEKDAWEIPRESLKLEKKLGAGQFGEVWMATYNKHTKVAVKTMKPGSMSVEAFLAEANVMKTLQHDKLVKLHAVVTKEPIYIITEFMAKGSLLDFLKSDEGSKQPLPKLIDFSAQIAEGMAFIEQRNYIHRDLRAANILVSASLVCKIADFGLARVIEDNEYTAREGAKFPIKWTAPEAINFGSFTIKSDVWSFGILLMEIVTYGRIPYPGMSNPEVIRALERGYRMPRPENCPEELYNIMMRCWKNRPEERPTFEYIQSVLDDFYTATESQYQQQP
14-3-3 Bad inh = inhibitors of 14-3-3 zeta/Bad binding, primary screen, biochemical, TR-FRET, bovine 14-3-3 zeta; 14-3-3 protein zeta/delta (Bos taurus), P63103; TR-FRET 14-3-3zeta/Dy647-pBad peptide displacement, 1 h; inhibition, % at 21.7 µM; 220,000 tested, 0.71% active;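 active = inhibition above about 70%, limit read from the data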;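 note: 0% = full 14-3-3 plus peptide FRET controls and 100% = background without 14-3-3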
Target sequence (P63103 whole entry, looked up): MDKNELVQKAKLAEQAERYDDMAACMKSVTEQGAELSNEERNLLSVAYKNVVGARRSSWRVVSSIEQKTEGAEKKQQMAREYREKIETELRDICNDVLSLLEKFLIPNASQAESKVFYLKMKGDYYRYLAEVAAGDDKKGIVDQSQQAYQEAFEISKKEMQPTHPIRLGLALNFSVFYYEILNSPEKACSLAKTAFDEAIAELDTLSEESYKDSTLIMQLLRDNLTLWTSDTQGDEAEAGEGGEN
* hit, by the source's call; . = not tested or not shown; [ ] = dose if it differs, or a comment.

SMILES	Thrombin inh	Runt-SMMHC FRET	FXIIa inh 1536	Runt-CBFb FRET	Wee1 degr inh	FXIa inh	hK5 inh	Hck-Nef inh	14-3-3 Bad inh
CC(=O)Nc1cc2c(cc1[N+](=O)[O-])OCCO2	-3	-4	2	0	5	-1	-19	-4	-1
COc1cc(NC(=O)c2cccnc2SC)cc(OC)c1OC	-10	1	1	0	1	-5	-4	-7	0
O=C(CN1CCC(O)(c2ccc3c(c2)OCO3)CC1)NC1CCCCC1	-2	-2	5	0	5	-6	-2	17	-1
CC(C)OCCCn1c(=NC(=O)c2ccncc2)c(C#N)cc2c(=O)n3ccccc3nc21	-10	46	-11	10	1	-3	-336	109*	-6
S=C(NCCCn1ccnc1)Nc1ccc(Cl)cc1Cl	-5	-1	0	1	4	-3	-8	9	2
CSc1ccc(CNc2cccc3ccccc23)cc1	-1	-1	25	5	2	8	-23	10	4
Cc1ccc(NC2=NC(c3ccc(O)cc3)n3c(nc(C)cc3=O)N2)cc1 (stereo not given)	-11	0	-10	-2	-5	-5	-32	0	-11[fluorescence artefact?]
CC(=O)Nc1sc2c(c1-c1nc3ccccc3s1)CCN(C(C)C)C2	0	85*	13	24	-2	3	4	-37	-7
Cc1nn(S(=O)(=O)c2cccs2)c(C)c1Sc1ccc([N+](=O)[O-])cc1	-2	0	11	3	3	-7	6	0	4
CCCn1cc(CN2CCC(N3CCC(C(=O)N4CCOCC4)CC3)CC2)c(C)n1	0	1	6	0	2	0	1	16	-2
NC(=O)c1ccc(NC(=O)COC(=O)c2ccc3c(c2)OCCO3)cc1	-4	3	5	1	0	1	7	18	-1
C[N+](C)(C)CCCN(Cc1ccc2c(c1)OCO2)C(=O)NC1CCCCC1	-8	4	9	-25	2	-5	-4	2	2
COc1ccc(/C(C)=N\O)cc1OC	-5	0	2	0	3	-11	-3	15	-7
COC(=O)c1cc(OC)cc(O)c1C(=O)c1c(O)cc(C)cc1O	5	1	10	3	.	4	3	34	30
CCc1ccc(C2C(C#N)=C(N)SC(N)=C2C#N)s1	5	25	10	24	0	1	6	26	-11
COC(=O)[C@@H]1CC[C@H](C)[C@@H](c2ccc(C)cc2)N1C(=O)c1ccc(/C=N/OC[C@@H](O)[C@H]2O[C@@H]3OC(C)(C)O[C@@H]3[C@H]2O)cc1	0	-4	15	-7	-2	8	-5	-5	-12
COC(=O)CN(c1ccccc1F)S(=O)(=O)c1ccc(C)cc1	-6	3	9	0	-4	-3	-2	20	2
Cn1c(C(=O)NCCCN2CCN(c3cccc(Cl)c3)CC2)cc2c(=O)n(C)c3ccccc3c21	-3	-12	10	-7	3	4	-2	-1	6
COc1ccc(C(=O)NCCCc2nc3ccccc3n2Cc2ccccc2C)cc1OC	0	-4	9	-10	-1	4	4	-3	1[fluorescence artefact?]
COc1ccc(NC(=O)CN2CCc3ccccc3C2)cc1S(=O)(=O)N1CCOCC1	-7	1	1	-2	-1	3	-17	5	-4
COc1ccccc1NC(=O)C1=C(C)Nc2ncnn2C1c1cccs1 (stereo not given)	5	-2	9	-1	-2	7	3	2	-1
O=C(COC(=O)Cc1ccc(Cl)cc1Cl)Nc1ccc(OC(F)F)cc1	-3	3	6	-1	0	0	-6	-1	12[fluorescence artefact?]
CC(C)C(=O)N(Cc1ccc(F)cc1)Cc1nc2ccccc2c(=O)[nH]1	1	2	8	-4	1	1	0	1	-5
COCCNC(=S)Nc1cc(S(=O)(=O)N2CCOCC2)ccc1N1CCCCC1	2	19	2	25	0	-6	-10	40	-16
CC(NC(=O)Nc1ccc(F)cc1F)c1ccncc1 (stereo not given)	1	0	19	2	1	3	-4	-28	16
SMILES	Thrombin inh	Runt-SMMHC FRET	FXIIa inh 1536	Runt-CBFb FRET	Wee1 degr inh	FXIa inh	hK5 inh	Hck-Nef inh	14-3-3 Bad inh
CC/C(C)=N/Nc1nc2sc3c(c2c(=O)[nH]1)CC(C)(C)OC3	-7	-128	16	-45	-3	2	-27	1	0
Fc1ccccc1-c1n[nH]c(=S)n1CC1CCCO1 (stereo not given)	-13	.	5	.	0	-5	-4	16	-8
CC1CN(S(=O)(=O)c2ccc(C(=O)NN3CCN(C)CC3)cc2)CC(C)O1 (stereo not given)	-9	-1	5	0	-2	1	-19	6	-8[fluorescence artefact?]
Fc1ccc(N2CCN(c3ncnc4nc[nH]c34)CC2)cc1	-5	5	12	2	1	2	-3	2	-2
CSc1cccc(CN2CCN(CCC(C)C)C(CCO)C2)c1 (stereo not given)	-1	1	9	0	-3	2	.	5	-7
CC(C)[C@H](NC(=O)OCc1ccccc1)C(=O)OCC(=O)NC1CCCCC1	-1	-1	10	0	0	-11	0	1	2
COc1cc(/C=N/n2c(-c3n[nH]c4c3CCC4)n[nH]c2=S)ccc1O	2	15	15	10	1	4	14	-20	-5
Cc1cc(CNCc2cn(C)nc2-c2ccc(Oc3ccccc3)cc2)on1	-2	-2	8	-5	3	1	.	6	-16
CC1=NOC(=O)/C1=C/c1ccc(O)cc1	-4	.	7	.	-4	-2	3	31	4
CS(=O)(=O)N(CC(=O)N1CCN(Cc2ccccc2)CC1)C1CCCCC1	-4	-6	13	-2	-2	1	3	1	0
CCOc1ccc(Oc2ccccc2NC(=O)CCNC(C)=O)cc1	0	-7	5	2	1	-2	-14	8	-4
Cc1cccc(NC(=O)CS(=O)(=O)c2cn(C)c3ccccc23)c1	-6	2	10	0	4	-4	-10	2	-4[fluorescence artefact?]
Cc1cc(C(=O)Nc2cccc3ncccc23)no1	-5	27	2	0	0	-4	4	2	3
Cc1ccc(Sc2ccc(NC(=O)c3ccc(S(C)(=O)=O)cc3Cl)cc2)cc1	-3	-8	3	-2	-2	-1	-3	-2	-47[fluorescence artefact?]
CC(=O)Oc1ccc2ccccc2c1C(NC(=O)Cc1ccccc1)c1ccc(Cl)cc1 (stereo not given)	3	0	27	2	0	19	-5	0	0
Cc1cccnc1NC(=O)C1CCN(S(=O)(=O)c2c(C)noc2/C=C/c2ccco2)CC1	-8	-9	3	-2	-1	1	8	1	-1
Cc1ccc(S(=O)(=O)N(C)c2ccc(C(=O)O)cc2)cc1	5	-2	22	-1	-1	4	-17	1	-10
CC1C(=O)CCN(C(C)C)C1C (stereo not given)	0	-4	9	0	-2	-2	-4	0	51
COc1cccc(-n2cc3c(=O)n(C)c(=O)n(C)c3c2)c1	0	-7	9	0	1	1	-13	3	-11[fluorescence artefact?]
CN1C2C=C(N(CCc3ccccc3)C(=O)c3ccc(Cl)cc3)CC1CC2 (stereo not given)	-8	0	11	0	-4	17	3	14	3
Cc1ccc(-n2c(=S)[nH]c3sc4c(c3c2=O)CCC4)cc1	3	7	9	6	-2	-6	-2	21	-16
CCn1c(CCCOc2ccc(Cl)cc2Cl)nnc1SCC(=O)Nc1cccc(F)c1	3	-7	18	-6	-4	8	3	1	13
COc1ccc(CNc2ccccc2)cc1Br	-6	-1	10	3	2	3	-6	10	-6
CCc1cc(C(=O)NNC(=S)Nc2cccc(C)c2)cs1	1	1	25	4	1	21	-53	-11	-14
CCOC(=O)c1ccc(NC(=O)c2nc[nH]c2C(=O)NCC(=O)OC(C)(C)C)cc1	-3	1	10	0	.	0	-10	17	-7
SMILES	Thrombin inh	Runt-SMMHC FRET	FXIIa inh 1536	Runt-CBFb FRET	Wee1 degr inh	FXIa inh	hK5 inh	Hck-Nef inh	14-3-3 Bad inh
COC(=O)c1ccc(C2C(Oc3ccc(OC)cc3)C(=O)N2CCc2ccc(F)cc2)cc1 (stereo not given)	-5	1	14	-3	1	1	2	0	-5
Cc1cc(NC(=O)CSc2ccccn2)no1	-1	-6	6	1	-3	3	1	19	-5
CCOC(=O)c1cn[nH]c1NC(=S)Nc1ccccc1	10	2	6	9	2	6	-7	12	-3
Cc1[nH]n(-c2ccccc2)c(=O)c1C=Nc1ccc(S(=O)(=O)NC(N)=O)cc1	-4	0	4	1	4	-1	0	16	0
COc1ccc(S(=O)(=O)NC(CC(=O)NCc2ccco2)c2ccco2)cc1 (stereo not given)	20	-2	8	1	2	15	30	0	9
Cc1ccccc1NC(=S)NN1CCN(C)CC1	0	3	5	-3	0	1	2	1	1
CCC1(C)Cc2ccccc2-c2nc(NCCO)n(-c3ccc(C)cc3)c(=O)c21 (stereo not given)	-3	1	-25	-2	1	-6	-92	6	12
C=CCOc1ccc(/C(O)=C2\C(=O)C(=O)N(CCOC)C2c2cccnc2)cc1 (stereo not given)	2	2	11	3	-2	7	6	2	4
CC1(C)NC(=O)N(CC(O)CNC23CC4CC(CC(C4)C2)C3)C1=O (stereo not given)	16	4	5	0	0	1	11	0	1
COc1cccc(N2CCN(C(=O)CCSCc3ccccc3F)CC2)c1	0	1	4	-3	0	-5	-1	-19	-6
COc1ccccc1OCCNS(=O)(=O)c1ccc2oc3ccccc3c2c1	-3	-3	7	0	-1	-1	2	4	-6
COc1cccc(-c2nc(CS(=O)CC(=O)NCc3ccc4c(c3)OCO4)c(C)o2)c1 (stereo not given)	5	-3	1	-3	1	-5	18	4	0
COc1ccc(C/C(N)=N/OC(=O)COc2ccccc2C)cc1	-12	0	-1	-4	-3	-2	-16	4	9
N#C/C(=C/c1ccc(N2CCCCC2)cc1)c1cccc(F)c1	-7	-3	2	-5	0	-1	-9	5	-7[fluorescence artefact?]
N#CC1=C(N)NC(SCc2ccccc2)=C(C#N)C12CCCC2	25	3	19	0	1	10	45*	0	-11
O=C(C1=NN[C@@H]2C(=O)N(c3cccc(F)c3)C(=O)[C@H]12)c1ccc2ccccc2n1	8	0	-3	-2	5	13	-3	0	-3[fluorescence artefact?]

Single records (already shown):
C=CCOc1ccc(/C(O)=C2\C(=O)C(=O)N(CCOC)C2c2cccnc2)cc1 (stereo not given) as listed: Thrombin inh: 2; Runt-SMMHC FRET: 2; FXIIa inh 1536: 11; Runt-CBFb FRET: 3; Wee1 degr inh: -2; FXIa inh: 7; hK5 inh: 6; Hck-Nef inh: 2; 14-3-3 Bad inh: 4
Cc1ccccc1NC(=S)NN1CCN(C)CC1 as listed: Thrombin inh: 0; Runt-SMMHC FRET: 3; FXIIa inh 1536: 5; Runt-CBFb FRET: -3; Wee1 degr inh: 0; FXIa inh: 1; hK5 inh: 2; Hck-Nef inh: 1; 14-3-3 Bad inh: 1

Bioassay records from PubChem BioAssay.
